Bioassay records (PubChem)
Growth percent in the NCI-60 one-dose screen (48 h, 10 µM unless noted): 100 = growth as untreated, 0 = no growth, -100 = all killed.
HL-60(TB) – HL-60(TB) leukemia cells | 78,000 tested, 9% active | AID 1794776; active means growth percent below 10
* = called active by the depositor.

SMILES | HL-60(TB)
CN(C)C(=S)SCc1ccc(Cl)c(Cl)c1 | 99
COc1ccc(/C(=N/N=C(N)N)c2ccc(F)cc2)cc1OC | 86
C=CCn1c(SCC(=O)Nc2ccc(C(=O)/C=C/c3ccc(Cl)cc3)cc2)nnc1-c1cc(-c2ccc(S(N)(=O)=O)cc2)nc2ccccc12 | 76
Oc1ccc(Br)cc1C=Nc1n[nH]c(Nc2ccccc2)c1-c1nc2ccccc2s1 | 109
Cc1cccc(C)c1OCc1nnc(SCC(=O)O)n1-c1c(C)cccc1C | 108
Cc1csc(N/N=C/c2ccncc2)n1 | 93
C=CCNC(=S)Nc1cccc(C(F)(F)F)c1 | 107
Cc1ccc(N2C(=O)/C(=C3\SC(=S)N(c4ccc(C)cc4)C3=O)SC2=S)cc1 | 108
C=C1CCC2C(C)(CO)C(O)CCC2(C)C1CC(NC1CCCC1)C1=CCOC1=O (stereo unspecified) | 103
CC(=O)OCC1OC(Oc2ccccc2C)C(OC(C)=O)C(OC(C)=O)C1OC(C)=O (stereo unspecified) | 105
N#Cc1c(-c2ccc(Cl)cc2)nc(SCC(=O)c2ccc(Br)cc2)[nH]c1=O | 99
COc1cccc(-c2nonc2NC(=O)c2ccccc2F)c1 | 98
COc1ccc(/C(=C\c2ccc3c(c2)OCO3)C(=O)Nc2nc3ccc(N)cc3s2)cc1 | 91
Nc1nc(-c2cccc([N+](=O)[O-])c2)c(N=Nc2cccc([N+](=O)[O-])c2)s1 | 118
CCCOc1ccc(C)cc1 | 121
Cc1c(-c2nn(-c3ccccc3)cc2/C=N\O)nnn1-c1ccc(S(N)(=O)=O)cc1 | 92
COc1ccc(-c2nnc(Nc3cc(OC)ccc3OC)o2)cc1 | 104
Cc1ccccc1OCc1nnc(-c2ccc(N3CCOCC3)cc2)o1 | 129
CCOC(=O)c1cnc2cc(Cl)c(F)cc2c1Nc1cccc(S(N)(=O)=O)c1 | 109
O=C(Nc1ccsc1C(=O)NC1CCCCC1)c1ccc(F)cc1 | 90
O=C1CCC(=O)N1CN1CCN(c2cc(=O)[nH]c3ccc(F)cc23)CC1 | 84
Nc1ccccc1NC(=O)c1ccc(CN2CC(=O)N[C@@H](Cc3c[nH]c4ccccc34)C2=O)cc1 | 111
CCn1cc(C(=O)O)c(=O)c2cc(F)c(N3CCN(C(=O)CSc4nc(N)cc(N)n4)CC3)cc21 | 98
Cc1ccc2c(-c3nnc(N)s3)cc(=O)oc2c1 | 97
CN1C(=O)C(=O)c2ccccc21 | 67
O=S(=O)(c1cc(Cl)c(Cl)cc1Cl)N(CCCCCN(S(=O)(=O)c1cc(Cl)c(Cl)cc1Cl)S(=O)(=O)c1cc(Cl)c(Cl)cc1Cl)S(=O)(=O)c1cc(Cl)c(Cl)cc1Cl | 87
COc1ccc(C2=NN(c3ccccc3)C(c3cn(-c4ccccc4)nc3-c3ccccc3)C2)cc1 (stereo unspecified) | 94
CN1CCN(C(=O)Nc2ccc(Br)cc2)CC1 | 102
COc1ccc2c(c1)Oc1nc(N)c(C#N)c(N)c1C2Sc1ccc(C)cc1 (stereo unspecified) | -22*
CNC(=O)c1cccc(Cn2nc(C)c(NC(=O)c3ccc(COc4ccc(C(F)(F)F)cc4C)cc3)c2C)n1 | 37
NC(=NCCCCCCN/C(N)=N/[N+](=O)[O-])N[N+](=O)[O-] | 104
CC12CCC(/C(=C/NNc3ccc([N+](=O)[O-])cc3[N+](=O)[O-])C1=O)C2(C)C (stereo unspecified) | 110
Cn1c(N2CCN(Cc3ccccc3)CC2)nc(-c2ccccc2)c(C#N)c1=O | 143
CCOC(=O)c1c(SC)n[nH]c1N | 103
CN1C2CCC1CC(OC(=O)c1cccc(O)c1)C2 (stereo unspecified) | 76
O=C1c2ccccc2C(=O)c2cc(SC(=S)N3CCOCC3)c(Cl)cc21 | 99
CCCCCCCC/C=C/CCCCCCCC1=NC(C)(C)CN1c1ccccc1 | 70
CCc1ccc(NC(=O)N[C@@H](Cc2cc(F)cc(F)c2)C(=O)N[C@@H]2C(=O)N3C[C@H](O)C[C@H]3C(=O)N3CCOC[C@H]3C(=O)N[C@@H](C)C(=O)N3C[C@H](C)C[C@H]3C(=O)O[C@H]2C)cc1 | 24
N=C(N)c1ccc(-c2ccc(-c3ccc4ccccc4c3)s2)s1 | -56*
Cc1ccc2oc(=O)c3c(c2c1)OC(/N=C/N(C)C)=C(C#N)C3c1ccco1 (stereo unspecified) | 106
CC(=O)c1ccccc1NC(=O)C(C)(c1ccccc1)c1ccccc1 | 94
CCOC(=O)c1sc(NC(=O)c2ccc(O)cc2)nc1C | 91
OCCNc1nc(NCCO)nc(Nc2ccc(C3=NN(c4cc(Cl)cc(Cl)c4)C(c4ccccc4)C3)cc2)n1 (stereo unspecified) | 62
c1ccc2c(c1)Nc1ccc3ccccc3c1S2 | 95
CCOC(=O)C(C)(C)C(=O)OCC | 101
CC(C)Cc1ccc(C(C)C(=O)NCc2ccc(Cn3c(=O)sn(-c4ccccc4)c3=O)cc2)cc1 (stereo unspecified) | 100
CCn1cc(C(O)CN(C)C)c2ccccc21 (stereo unspecified) | 131
C[C@]12CCc3nc(-c4cc(Cl)cc(Cl)c4)sc3C1=CC[C@@H]1[C@@H]2CC[C@]2(C)C(=O)CC[C@@H]12 | 99
CC(C)CCC[C@@H](C)[C@H]1CC[C@H]2[C@@H]3CC[C@H]4C[C@@H](CCC=C(c5cc(Cl)c(O)c(C(=O)O)c5)c5cc(Cl)c(O)c(C(=O)O)c5)CC[C@]4(C)[C@H]3CC[C@]12C | 126
O=C(Sc1ccc2ccccc2c1CN1CCCCC1)c1ccc([N+](=O)[O-])cc1 | 77
O=C(O)c1cc(N=Nc2ccc(N=Nc3c(Nc4ccccc4)ccc4cc(S(=O)(=O)O)cc(O)c34)cc2)ccc1O | 107
O=c1oc2ccc(Br)cc2cc1-c1cs/c(=N/N=C\c2ccc(Cl)cc2)n1/N=C/c1ccc(Cl)cc1 | 93
Clc1cccc(CSc2ncnc3nc[nH]c23)c1 | 103
CC1CSC(=C(C#N)C#N)S1 (stereo unspecified) | 101
COc1ccc(C2C3=C(COC3=O)N(CCO)c3cc4c(cc32)OCO4)cc1OC (stereo unspecified) | 66
Nc1sc2c(c1-c1nc3ccccc3s1)CCCC2 | 101
C/C(=C(/C)C1CC1CCN(C(=O)c1ccc([N+](=O)[O-])cc1)S(=O)(=O)c1ccc(C)cc1)C1CCCCC1 (stereo unspecified) | 96
COc1ccc(-c2nc3ncccn3c2-c2nnc(-c3ccc(OC)c(OC)c3)o2)cc1 | 99
O=C(Nc1sc2c(c1C(=O)O)CCCC2)c1ccc(F)cc1 | 90
COc1ccc2c(c1)CCCC2(O)C#CC1(O)CCCc2cc(OC)ccc21 (stereo unspecified) | 91

(continued)
SMILES | HL-60(TB)
C=C(C)[C@@H]1CC[C@]2(C(=O)NCC(=O)OC)CC[C@]3(C)[C@H](CC[C@@H]4[C@@]5(C)C/C(=C/c6ccco6)C(=O)C(C)(C)[C@@H]5CC[C@]43C)[C@@H]12 | 62
Cc1ccc2c(C3NCCc4c3[nH]c3ccccc43)cc(=O)oc2c1 (stereo unspecified) | 101
COc1ccc(C2c3[nH]c4ccc(Cl)cc4c3CCN2C(=O)CO)cc1 (stereo unspecified) | 25
CCCCCc1c(C)[nH]c(/C=C2\N=C(c3ccc[nH]3)C=C2CC)c1C | -62*
O/N=C\c1cc(-c2cccc3ccccc23)on1 | 96
CC(O)(CO)CCl (stereo unspecified) | 100
O=C1NC(=O)C(c2ccccc2)=C1Nc1ccc(C(=O)Nc2ccccc2)cc1 | 82
O=C(/C=C/c1ccc(Br)cc1)c1cccc(OCCCOc2cccc(C(=O)/C=C/c3ccc(Br)cc3)c2)c1 | 99
CN1C(=O)/C(=C/C=C/c2ccco2)SC1=S | 100
O=C1/C(=C\c2ccccc2)CN(C(=O)c2ccccc2)C/C1=C\c1ccccc1 | 30
Cc1nc2c(C)c(C(=O)Nc3ccccc3F)sc2c(=O)[nH]1 | 114
CCOC(=O)CCCCCCCCC(=O)Cl | 99
O=C(O)CNC(=O)c1nc(-c2ccccc2)n(-c2ccccc2)n1 | 98
O=c1[nH]cc(-c2ccccc2)c(=O)[nH]1 | 76
CC(=O)C1=C(C)NC(NN)=NC1c1cccc(Cl)c1 (stereo unspecified) | 115
O/N=C(\CSc1nnc(-c2cc(-c3ccc(Cl)cc3)nc3ccccc23)n1-c1ccccc1)c1ccccc1 | 103
COc1ccc(N=C2C=CC(=O)O2)cc1 | 149
CCC1([N+](=O)[O-])COP(N)(=O)OC1 (stereo unspecified) | 93
CCOc1cc2c(cc1OCC)C(c1cc3c(cc1Br)OCO3)NCC2 (stereo unspecified) | 88
Cc1c(C(=O)OCCO)cc(-c2ccc(Cl)cc2)n1-c1cccc(O)c1 | 100
C=CCNc1nnc(CN2CCN(c3cc4c(cc3F)c(=O)c(C(=O)O)cn4C3CC3)CC2)o1 | 97
C=C(C)[C@@H]1CC[C@]2(C=O)CC[C@]3(C)[C@H](CC[C@@H]4[C@@]5(C)C/C(=C/c6ccccn6)C(=O)C(C)(C)[C@@H]5CC[C@]43C)[C@@H]12 | 73
O=S(=O)(OCCCCCCCCCOS(=O)(=O)c1ccc(F)cc1)c1ccc(F)cc1 | 105
CCc1ccccc1NC(=O)N/C(N)=N/c1nc2ccccc2s1 | -27*
O=C(CN1CCN(c2ncnc3c2cnn3-c2ccccc2)CC1)Nc1ccc(Br)cc1 | 64
CC(C)C(=O)Nc1cccnc1 | 97
CCOC(=O)c1c(N)c(C#N)cn1-c1ccc(Cl)cc1Cl | 87
CC(C)(CO)NCc1ccc(Cl)cc1 | 95
O=C(NC(Cc1nnc2n(Cc3ccccc3)c(=O)c3c4c(sc3n12)CCCC4)c1ccc(Cl)cc1)c1ccccc1 (stereo unspecified) | 78
CCCN=Cc1ccccc1 | 105
COc1ccc(C(=O)/C=C/c2ccc(/C=C/c3cc(OC)ccc3OC)cc2)cc1 | 60
COc1ccc2c(c1)C(=N/N=C(\C)c1ccc(OC)c(S(N)(=O)=O)c1)C(=O)N2 | 92
O=C(CCCC(=O)NCc1ccc(Cl)cc1Cl)NCc1ccc(Cl)cc1Cl | 99
C=C(Cn1cc(CO)nn1)[C@@H]1CC[C@]2(C(=O)OC)CC[C@]3(C)[C@H](CC[C@@H]4[C@@]5(C)CCC(=O)C(C)(C)[C@@H]5CC[C@]43C)[C@@H]12 | 67
Cc1ccc(C2Oc3ccccc3C3CC(c4cccs4)=NN32)cc1 (stereo unspecified) | 97
Cc1cnc(C)c(NS(=O)(=O)c2ccc(NC3=C(I)C(=O)c4ncccc4C3=O)cc2)n1 | 100
COC(=O)/C=C1\SC(=Nc2ccc(C#N)cc2)N(CCc2c[nH]c3ccccc23)C1=O | 60
Cc1oc(-c2ccc(Cl)cc2)cc1C(=O)Nc1nccs1 | 101
N#CC1=C(N)Oc2c(c(=O)[nH]c3ccc(Br)cc23)C12C(=O)c1ccccc1C2=O | 103
Cc1cc(=O)oc2cc(OCCOc3ccc(/C=C/C(=O)Nc4cccc(Cl)c4)cc3)ccc12 | 70
NC1(C(=O)O)CCCc2ccc(N(CCCl)CCCl)cc21 (stereo unspecified) | 90
O=[N+]([O-])c1ccc2[nH]c(=S)n(/C=C(/c3ccc(Cl)cc3Cl)S(=O)(=O)Cc3ccc(Cl)cc3Cl)c2c1 | 101
CC1(C)CC(=O)c2c(Nc3ccccc3)n[nH]c2C1 | 104
O=C1CS/C(=N\c2nc(-c3ccccc3Cl)cc(-c3ccc(Cl)cc3Cl)n2)N1 | 96
COc1cc(/C=C2\SC(=S)N(NC(=O)CSc3nnc(Cc4ccccc4Nc4c(Cl)cccc4Cl)n3-c3ccccc3)C2=O)ccc1OCC(C)C | 99
CCn1c(-c2cncc(CO)c2)nnc1N1CC(C)OC(C)(C)C1 (stereo unspecified) | 102
Oc1c(Cl)cc(Cl)cc1-c1ccn[nH]1 | 116
Cc1[nH]c2ccccc2c1C(C[N+](=O)[O-])c1ccccc1Cl (stereo unspecified) | 97
O=C1CCC(Nc2ccccn2)N1 (stereo unspecified) | 93
N=c1c2ccccc2nnn1-c1cccc(C(F)(F)F)c1 | 78
CCCCSc1nc(NCCc2c[nH]c3ccccc23)c(C#N)c(-c2ccccc2)n1 | 46

Only part of the results is shown; count on the stated rates, not on these rows.
